GRP78 ERSR act – inducers of ER stress response in human glioma cells | U87-MG GRP78 promoter luciferase reporter, 16 h | Potency, µM, without a hit: at the top dose activation, hits mostly activators | 0.02% of 420,000 active; further: potency means the concentration at half of the fitted maximal effect; series mostly up to about 76 µM; % of control where 0% means no effect; nearly all actives have a fitted effect of over 35% in size
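ERSR induction read as luciferase luminescence (Bright-Glo, 10 min at room temperature) in stably transfected human U87-MG glioma cells exposed to compounds for 16 h, using GRP78 as sensor.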
Vif-APOBEC3F blk – Vif-A3F binding inhibition. AID 602313. 0.2% of 390,000 active. Potency, µM (highest dose often 46.1 µM), for the others: top-dose activity, negative = active. HeLa A3F-eYFP + Vif (tagged APOBEC3F with the HIV-1 protein that degrades it), YFP fluorescence increase; further: potency means the concentration at half of the fitted maximal effect; % of control where 0% means no effect; nearly all actives have a fitted effect of over 65% in size
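HeLa cells stably expressing Vif plus C-terminally eYFP-tagged A3F were seeded, incubated overnight at 37 deg C, dosed with compound, incubated overnight again at 37 deg C. Yellow fluorescence (Ex 488/Em 500-530) reported blocked Vif-mediated A3F-eYFP degradation.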
D2 antagonist – antagonists of human D2 dopamine receptor. HEK293 TREx D2 cells, calcium flux, dopamine EC80. inhibition, % at 10 µM. 2% of 340,000 active. AID 485344; in the data active means inhibition above about 30%; further: 0% is about no effect
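HEK293 T-REx D2 cells, tet-induced, calcium dye no-wash. Cpd pintool add, 180 s kinetic, then EC80 DA, 180 s kinetic. Ca flux read.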
ERG Ets-DNA blk – blocks human ERG Ets domain binding to DNA; P11308; fluorescence polarization, His-ERG Ets domain / labelled DNA; Potency, µM (series often up to 76.9 µM), without a hit: top-dose FP activity, negative = inhibition, hits mostly inhibitors; 0.028% of 370,000 active; AID 624246; active means well fitted inhibition curve with a large enough effect in the polarisation, with a control signal flat; inconclusive means small, poorly fitted or top-dose-only effect, or effect the other way, or a change in a side signal; inactive means no such curve, though single readings can be large or run the other way; the % refers to the polarisation;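 further: polarization taken with two DNA probes labelled with fluorescein and Texas red; potency means the concentration at half of the fitted maximal effect; % of control where 0% means no effect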
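His-tagged ERG Ets domain (1 uM in the protein solution; 300mM KCl, 50mM Tris-HCl, 1mM EDTA, 1mM DTT, pH 7.5) received compound, then a probe mix of 5 nM fluorescein-DNA and 100nM Texas-615-DNA. Fluorescence polarization was read for both dyes.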
RGS4 inh – blocks human RGS4-accelerated GTP hydrolysis | P49798 | Transcreener GDP fluorescence polarization, RGS4-accelerated GTP hydrolysis | Potency, µM (top dose mostly 114 µM), for the others: top-dose activity change, negative = inhibition, usual class: inhibitors | 0.039% of 390,000 active | AID 504845; further: potency means the concentration at half of the fitted maximal effect; on the % scale 0 is the no-effect control and ±100 the full control effect; nearly all actives have a fitted effect of over 75% in size; some results filed as inactive show a strong effect at the top dose
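MLSMR compounds (23 nl, pin-transferred) preincubated 10 min at room temperature with a 500nM (2x) first reagent, then RGS4 at 900nM (2x) plus Transcreener GDP mix added; fluorescence polarization (620/688 nm) read before and after 90 min at 30 °C.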
ALOX12 inh – blocks human arachidonate 12S-lipoxygenase. 1.1% of 580,000 active. purified 12hLO, xylenol orange hydroperoxide absorbance. P18054. Potency, µM (doses to about 108 µM), inactives show at the highest dose activity change, negative = inhibition, hits mostly inhibitors; further: potency means the concentration at half of the fitted maximal effect; on the % scale 0 is the no-effect control and ±100 the full control effect
Target sequence (P18054 whole entry, looked up): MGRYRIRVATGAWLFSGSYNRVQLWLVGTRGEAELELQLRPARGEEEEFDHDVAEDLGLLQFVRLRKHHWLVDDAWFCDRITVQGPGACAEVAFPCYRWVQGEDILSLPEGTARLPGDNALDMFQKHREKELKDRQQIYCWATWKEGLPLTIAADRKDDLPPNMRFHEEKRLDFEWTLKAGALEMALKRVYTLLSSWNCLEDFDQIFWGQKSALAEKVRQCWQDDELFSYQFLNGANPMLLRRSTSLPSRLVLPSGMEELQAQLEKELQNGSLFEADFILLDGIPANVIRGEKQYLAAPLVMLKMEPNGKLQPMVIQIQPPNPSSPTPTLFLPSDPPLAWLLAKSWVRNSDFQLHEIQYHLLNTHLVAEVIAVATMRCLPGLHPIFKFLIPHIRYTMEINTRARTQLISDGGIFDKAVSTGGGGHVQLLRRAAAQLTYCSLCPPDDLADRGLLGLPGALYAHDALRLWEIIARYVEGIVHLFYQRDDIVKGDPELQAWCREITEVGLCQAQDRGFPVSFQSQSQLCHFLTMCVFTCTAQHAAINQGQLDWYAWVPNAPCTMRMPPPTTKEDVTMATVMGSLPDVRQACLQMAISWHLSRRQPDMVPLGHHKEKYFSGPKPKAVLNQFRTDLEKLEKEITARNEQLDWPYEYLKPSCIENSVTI
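Hydroperoxide product was detected by ferrous iron/xylenol orange as the 573 to 405 nm absorbance ratio. Arachidonic acid at 40 uM (final) was turned over for 30 min at room temperature by 150 nM human 12hLO, pH 7.0 Hepes buffer, after 15 min compound preincubation.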
D2 ag – D2 dopamine receptor (human) agonism | HEK293 T-REx D2 cells, calcium flux agonist mode | P14416 | 0.53% of 340,000 active | activation, % at 2 µM;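 active means activation over 3 SD above normal in the single-dose calcium agonist read, cut at about 30% in these data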; further: 0% is about no effect
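Tetracycline-induced HEK293 T-REx cells with force-coupled D2 receptor, plated overnight at 30 C, loaded with no-wash calcium dye. After a 10 s baseline, compound was pin-added and calcium flux read kinetically for 180 s; calcium rises flagged agonists.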
LDHA block – inhibitors of human lactate dehydrogenase A; P00338; purified LDHA, NADH/diaphorase-resazurin fluorescence; hits give low values; activity change, % (values are at about 110 or 230 µM); 0.15% of 480,000 active; in the data active means activity change below about -30%; inconclusive means mostly about -25% to -30%;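 further: plate controls were DMSO wells for no effect and wells without enzyme for full effect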
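Enzyme activity of human lactate dehydrogenase 5 (2 nM; 0.06 mM NADH, 0.2 mM pyruvate, 5 min, RT) is measured via a resazurin/diaphorase fluorescence readout of residual NADH.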
Vif-APOBEC3G blk – blocks the Vif interaction with human APOBEC3G. HeLa A3G-eYFP + Vif (tagged APOBEC3G with the HIV-1 protein that degrades it), YFP fluorescence, overnight. Potency, µM (doses to about 46.1 µM), for inactives: at the highest dose activity, negative = active, most hits filed as inhibitors. 0.076% of 410,000 active;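 further: potency means the concentration at half of the fitted maximal effect; on the % scale 0 is the no-effect control and ±100 the full control effect; nearly all actives have a fitted effect of over 60% in size; hits raise eYFP signal because A3G escapes Vif-driven loss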
Target sequence (Q9HC16 whole entry, looked up): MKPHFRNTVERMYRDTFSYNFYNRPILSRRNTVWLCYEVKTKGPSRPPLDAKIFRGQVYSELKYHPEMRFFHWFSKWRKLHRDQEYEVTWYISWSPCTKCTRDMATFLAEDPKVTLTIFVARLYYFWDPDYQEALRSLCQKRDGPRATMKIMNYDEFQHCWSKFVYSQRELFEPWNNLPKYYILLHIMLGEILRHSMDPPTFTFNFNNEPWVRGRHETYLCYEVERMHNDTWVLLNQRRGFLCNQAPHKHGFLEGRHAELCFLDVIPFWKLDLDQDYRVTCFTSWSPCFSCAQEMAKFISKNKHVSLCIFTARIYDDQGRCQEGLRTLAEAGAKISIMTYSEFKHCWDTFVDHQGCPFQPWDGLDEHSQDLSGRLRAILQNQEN
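HeLa cells stably expressing Vif and C-terminally eYFP-tagged A3G, seeded overnight at 37 deg C, then exposed to compound by pintool overnight at 37 deg C. Rise in yellow fluorescence (Ex 488/Em 500-530, Acumen) marks blocked Vif-driven A3G degradation.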
* hit, by the source's call; ? = inconclusive; . = no result given; & = joins results of further samples; [ ] = another dose, or the depositor's remark. Unless noted, the call rests on the fitted dose curve; in most records, active means well fitted curve in the direction sought with a large enough effect; inconclusive means small, poorly fitted or top-dose-only effect, or another doubt; inactive means no such curve, though single readings can be large; an effect the other way counts as inactive or inconclusive. The list is partial; count on the stated rates, not on these rows.

Every second line gives: GRP78 ERSR act	Vif-APOBEC3F blk	D2 antagonist	ERG Ets-DNA blk	RGS4 inh	ALOX12 inh	D2 ag	LDHA block	Vif-APOBEC3G blk
1	CC1CC(=O)C2=C(C1)Nc1ccccc1N=C2 (configuration not stated)
 : -3%	0%	-7	0%	-14%	-4%	0.1	-7	0%
2	Cc1nonc1OCCN1CCN(c2ccc([N+](=O)[O-])cc2)CC1
 : -4%	0%	9	-26%	15%	187%[activator]	0.1	-2	-8%
3	O=C(Nc1ccc2ccccc2c1)c1cc(F)c(F)cc1Cl
 : 10%	-15%	-11	12%	-13%	17%	0.3	1	-13%
4	Cc1nn(C(CC(=O)O)C(=O)O)c(C)c1Br (configuration not stated)
 : -6%	-3%	-2	.	-8%	-18%	0.8	-7	1%
5	Cc1nc2ccn(Cc3cccs3)c(=O)c2cc1C(=O)Nc1ccccc1
 : -2%	3%	.	3%	0%	-14%	-0.8	2	?
6	CCCC(=O)N1CCCC(C(=O)c2cccc(OC(C)C)c2)C1 (configuration not stated)
 : -1%	-16%	.	-15%	-1%	0%	.	-1	7%
7	Cc1nnc(-c2ccccc2)c(=O)n1/N=C/c1c(O)ccc2ccccc12
 : -4%	?	3	28%	-43%	433%[activator]	-0.8	22	?
8	CCOc1cccc(-c2nnc3sc(C4CCCCC4)nn23)c1
 : -6%	0%	6	13%	?	-4%	-0.3	-3	1%
9	COc1ccc([N+](=O)[O-])cc1NC(=O)C(C)OC(=O)c1ccccn1 (configuration not stated)
 : 2%	17%	12	-6%	-8%	-7%	-0.5	-5	2%
10	COc1ccccc1CNC(=O)CN1C(=O)NC2(CCCc3ccccc32)C1=O (configuration not stated)
 : -5%	2%	21	14%	16%	381%[activator]	-0.1	-2	0%
11	O=C1N=C(N2CCN(Cc3ccccc3)CC2)S/C1=C/c1cccs1
 : 6%	0%	-20	6%	0%	?	-0.8	-4	0%
12	O=C(Nc1cccc2cccnc12)c1cccc2ccccc12
 : 0%&3%	-13%&2%	6	0%	-25%&-18%	-43%&1%&18%	0.7&-0.8	-7&-1&4	1%&-1%
13	CC(C)[C@H](NC(=O)OCc1ccccc1)C(=O)OCC(=O)Nc1ccc(N2CCOCC2)cc1
 : -5%	8%	3	-10%	-39%	-22%	0.3	2	2%
14	O=C(COc1ccc(F)cc1)Nc1ccc(-n2cnnn2)cc1
 : -4%	0%	0	-15%	-12%	-17%	-0.3	-1	-1%
15	O=C(CSc1nc(Nc2ccccc2)nc(N2CCOCC2)n1)N1CCc2ccccc21
 : -6%	-8%	28	4%	-16%	5%	-0.4	-2	-5%
16	COc1ccccc1NC(=O)C(Cc1ccccc1)NS(=O)(=O)c1cccc2nsnc12 (configuration not stated)
 : -4%	-5%	.	0%	-3%	-16%	0.8	0	1%
17	COc1ccccc1C(=O)Nc1cccc(N(C)S(C)(=O)=O)c1
 : 0%	-7%	27	-9%	-28%	11%	1.0	-6	-1%
18	O=C(COC(=O)c1cc(Cl)ccc1O)NCC1CCCO1 (configuration not stated)
 : -2%	-9%	.	0%	8%	7%	.	-10	0%
19	N#CC1C=Cc2c(ccc3ccccc23)N1C(=O)c1ccccc1 (configuration not stated)
 : -12%	-7%	.	.	-15%	-20%	.	-1	?
20	c1cc2[nH]snc2c2nc(C3CC3)nc12
 : 1%	0%	-23	-3%	-41%	-24%	0.5	22	3%
21	O=C(CC1C(=O)NCCN1Cc1cccc(C(F)(F)F)c1)NC1CCCCCC1 (configuration not stated)
 : -5%	-6%	12	-9%	-3%	.	-0.5	8	0%
22	C=CCN(c1ccccc1)S(=O)(=O)c1cccc(C(=O)O)c1
 : -1%	-4%	-14	-12%	-37%	-13%	0.2	-1	0%
23	NS(=O)(=O)c1ccc(N/N=C/c2ccncc2)cc1
 : -3%	1%	2	7%	3%	-29%	2.3	-8	0%
24	Cc1ccccc1NC(=O)c1sc2nc3c(c(-c4ccco4)c2c1N)CCCC3
 : -2%	?	-9	-9%	-43%	0%	1.6	0	-2%
25	CCOC(=O)c1ccc(N2C(=O)c3[nH]nc(-c4ccc(OC)cc4)c3C2c2cccc(O)c2)cc1 (configuration not stated)
 : -10%	-5%	.	4%	-5%	0%	-0.4	3	-4%
26	COc1ccc(C2C3=C(CC(C)(C)CC3=O)N(CC(=O)O)C3=C2C(=O)CC(C)(C)C3)cc1OC
 : -4%	3%	-15	7%	0%	0%	0.3	0	10%
27	CCC(c1nnc(SCC(=O)N2CCOCC2)n1C1CCCCC1)N(C)C (configuration not stated)
 : -2%	7%	6	4%	7%	21%	-0.5	-5	-1%
28	COC(=O)c1cnn(-c2ccc(F)cc2F)c1/C=N/NC(N)=S
 : -2%	12%	.	6%	6%	?	.	-7	1%
29	Cc1nn(-c2ccc(F)cc2)c(Cl)c1C(=O)OC(C)C(=O)N(C)C1CCCCC1 (configuration not stated)
 : 1%	-28%	-16	2%	-6%	12%	-0.3	-2	-1%
30	O=[N+]([O-])c1ccc(N2CCN(c3ccc(Cl)nn3)CC2)c(Cl)c1
 : -3%	7%	7	5%	-6%	0%	-0.4	3	1%
31	CC(C)(C)Cc1nnc(NC(=O)c2cc(-c3ccccc3)nc3ccccc23)s1
 : -4%	-2%	-13	-14%	1%	0%	-0.3	-9	-3%
32	Cc1ccccc1NC(=S)N(Cc1ccco1)C(C)c1ccccn1 (configuration not stated)
 : -1%	-10%	-2	1%	9%	4%	-0.5	-4	2%
33	CN1CCCC(n2nc(Cc3ccc(Cl)cc3)c3ccccc3c2=O)CC1 (configuration not stated)
 : -4%&-6%	4%	.	?	-8%	?	.	-8	2%
34	O=C(NCCc1cccc(Cl)c1)c1cccc(-n2cnnn2)c1
 : -3%	-8%	6	0%	-6%	-24%	-0.4	-4	1%
35	COc1ccc(CN(CC(O)COCc2ccccc2)S(=O)(=O)c2ccccc2Br)cc1 (configuration not stated)
 : -4%	2%	.	5%	19%	-26%	.	-4	-3%
36	O=C(NCc1ccc(Cl)cc1)C1CCN(c2cnccn2)CC1
 : -2%	-1%	4	4%	13%	-5%	-0.5	-1	0%
37	O=C(Nc1nc(-c2ccncc2)cs1)C1c2ccccc2Oc2ccccc21
 : .	-17%	-2	9%	-16%	-22%	-1.0	2	-5%
38	COc1cc(Cl)ccc1OCc1cc(C(=O)N2CCN(c3ccccn3)CC2)no1
 : -2%	2%	0	4%	-9%	-25%	0.0	-2	2%
39	CCCc1cc(=O)oc2c(C)c(OC(C)C(=O)NCC(O)c3ccccc3)ccc12 (configuration not stated)
 : -6%	-2%	.	-1%	8%	0%	.	-4	-1%
40	COc1cc(C(=O)NC(=S)NCc2ccncc2)cc(OC)c1OC
 : 0%	0%	.	.	.	?	.	1	1%

Sorted by length of the SMILES (rising): some entries from above
Every second line gives: GRP78 ERSR act	Vif-APOBEC3F blk	D2 antagonist	ERG Ets-DNA blk	RGS4 inh	ALOX12 inh	D2 ag	LDHA block	Vif-APOBEC3G blk
23	NS(=O)(=O)c1ccc(N/N=C/c2ccncc2)cc1
 : -3%	1%	2	7%	3%	-29%	2.3	-8	0%
36	O=C(NCc1ccc(Cl)cc1)C1CCN(c2cnccn2)CC1
 : -2%	-1%	4	4%	13%	-5%	-0.5	-1	0%
32	Cc1ccccc1NC(=S)N(Cc1ccco1)C(C)c1ccccn1 (configuration not stated)
 : -1%	-10%	-2	1%	9%	4%	-0.5	-4	2%
40	COc1cc(C(=O)NC(=S)NCc2ccncc2)cc(OC)c1OC
 : 0%	0%	.	.	.	?	.	1	1%
22	C=CCN(c1ccccc1)S(=O)(=O)c1cccc(C(=O)O)c1
 : -1%	-4%	-14	-12%	-37%	-13%	0.2	-1	0%
28	COC(=O)c1cnn(-c2ccc(F)cc2F)c1/C=N/NC(N)=S
 : -2%	12%	.	6%	6%	?	.	-7	1%
27	CCC(c1nnc(SCC(=O)N2CCOCC2)n1C1CCCCC1)N(C)C (configuration not stated)
 : -2%	7%	6	4%	7%	21%	-0.5	-5	-1%
24	Cc1ccccc1NC(=O)c1sc2nc3c(c(-c4ccco4)c2c1N)CCCC3
 : -2%	?	-9	-9%	-43%	0%	1.6	0	-2%
31	CC(C)(C)Cc1nnc(NC(=O)c2cc(-c3ccccc3)nc3ccccc23)s1
 : -4%	-2%	-13	-14%	1%	0%	-0.3	-9	-3%
39	CCCc1cc(=O)oc2c(C)c(OC(C)C(=O)NCC(O)c3ccccc3)ccc12 (configuration not stated)
 : -6%	-2%	.	-1%	8%	0%	.	-4	-1%
25	CCOC(=O)c1ccc(N2C(=O)c3[nH]nc(-c4ccc(OC)cc4)c3C2c2cccc(O)c2)cc1 (configuration not stated)
 : -10%	-5%	.	4%	-5%	0%	-0.4	3	-4%
26	COc1ccc(C2C3=C(CC(C)(C)CC3=O)N(CC(=O)O)C3=C2C(=O)CC(C)(C)C3)cc1OC
 : -4%	3%	-15	7%	0%	0%	0.3	0	10%

Screening results: PubChem BioAssay, National Center for Advancing Translational Sciences (NCATS)
